Source: PubChem
ATXN2 expr inh: Primary qHTS for Inhibitors of ATXN expression | actives 0.72% (n = 360,000) | HEK-293 ATXN2-luciferase reporter, luminescence, 24 h | Potency, µM (titrated, usually from 57 µM), for inactives: at the top dose activity change, negative = inhibition, usual class: inhibitors | AID 1745845, 2022; note: potency is the fitted concentration of half-maximal effect; % is set by controls: 0 for no effect and ±100 for the full control effect; nearly all actives have a fitted effect of over 55% in size
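ATXN2-luciferase reporter cells (luciferase flanked by upstream and downstream ATXN2 gene portions) were treated 24 h at 37 °C with compounds at up to 57 uM. SteadyGlo luminescence gave expression; GF-AFC fluorescence gave viability.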
KB-3-1 tox: qHTS assay for MDR1-selective chemotherapeutics: Primary screen using the parental adenocarcinoma cell KB-3-1; KB-3-1 viability, CellTiter-Glo ATP luminescence, 72 h; Potency, µM (top dose mostly 46.1 µM), for inactives: at the top dose activity change, negative = cytotoxic, usual class: cytotoxic; actives 1.4% (n = 400,000); AID 1347075, 2019; note: potency is the fitted concentration of half-maximal effect; % is set by controls: 0 for no effect and ±100 for the full control effect; nearly all actives have a fitted effect of over 60% in size
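Luminescent ATP read-out (CellTiter-Glo) measures survival of drug-naive KB-3-1 cells after 72 h compound exposure at 37 °C. Titration series was screened from lowest to highest concentration, with DMSO vehicle plates as background controls.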
WRN inhibitor: qHTS for Inhibitors of WRN Helicase; Bifunctional 3'-5' exonuclease/ATP-dependent helicase WRN (Homo sapiens), Q14191; WRN helicase unwinding, fluorescent forked duplex, kinetic; Potency, µM (top dose mostly 114 µM), for the others: top-dose activity change, negative = inhibition, usual class: inhibitors; actives 0.46% (n = 360,000); AID 651768, 2012; note: potency is the fitted concentration of half-maximal effect; % is set by controls: 0 for no effect and ±100 for the full control effect; nearly all actives have a fitted effect of over 55% in size
Target sequence (Q14191 whole entry, looked up): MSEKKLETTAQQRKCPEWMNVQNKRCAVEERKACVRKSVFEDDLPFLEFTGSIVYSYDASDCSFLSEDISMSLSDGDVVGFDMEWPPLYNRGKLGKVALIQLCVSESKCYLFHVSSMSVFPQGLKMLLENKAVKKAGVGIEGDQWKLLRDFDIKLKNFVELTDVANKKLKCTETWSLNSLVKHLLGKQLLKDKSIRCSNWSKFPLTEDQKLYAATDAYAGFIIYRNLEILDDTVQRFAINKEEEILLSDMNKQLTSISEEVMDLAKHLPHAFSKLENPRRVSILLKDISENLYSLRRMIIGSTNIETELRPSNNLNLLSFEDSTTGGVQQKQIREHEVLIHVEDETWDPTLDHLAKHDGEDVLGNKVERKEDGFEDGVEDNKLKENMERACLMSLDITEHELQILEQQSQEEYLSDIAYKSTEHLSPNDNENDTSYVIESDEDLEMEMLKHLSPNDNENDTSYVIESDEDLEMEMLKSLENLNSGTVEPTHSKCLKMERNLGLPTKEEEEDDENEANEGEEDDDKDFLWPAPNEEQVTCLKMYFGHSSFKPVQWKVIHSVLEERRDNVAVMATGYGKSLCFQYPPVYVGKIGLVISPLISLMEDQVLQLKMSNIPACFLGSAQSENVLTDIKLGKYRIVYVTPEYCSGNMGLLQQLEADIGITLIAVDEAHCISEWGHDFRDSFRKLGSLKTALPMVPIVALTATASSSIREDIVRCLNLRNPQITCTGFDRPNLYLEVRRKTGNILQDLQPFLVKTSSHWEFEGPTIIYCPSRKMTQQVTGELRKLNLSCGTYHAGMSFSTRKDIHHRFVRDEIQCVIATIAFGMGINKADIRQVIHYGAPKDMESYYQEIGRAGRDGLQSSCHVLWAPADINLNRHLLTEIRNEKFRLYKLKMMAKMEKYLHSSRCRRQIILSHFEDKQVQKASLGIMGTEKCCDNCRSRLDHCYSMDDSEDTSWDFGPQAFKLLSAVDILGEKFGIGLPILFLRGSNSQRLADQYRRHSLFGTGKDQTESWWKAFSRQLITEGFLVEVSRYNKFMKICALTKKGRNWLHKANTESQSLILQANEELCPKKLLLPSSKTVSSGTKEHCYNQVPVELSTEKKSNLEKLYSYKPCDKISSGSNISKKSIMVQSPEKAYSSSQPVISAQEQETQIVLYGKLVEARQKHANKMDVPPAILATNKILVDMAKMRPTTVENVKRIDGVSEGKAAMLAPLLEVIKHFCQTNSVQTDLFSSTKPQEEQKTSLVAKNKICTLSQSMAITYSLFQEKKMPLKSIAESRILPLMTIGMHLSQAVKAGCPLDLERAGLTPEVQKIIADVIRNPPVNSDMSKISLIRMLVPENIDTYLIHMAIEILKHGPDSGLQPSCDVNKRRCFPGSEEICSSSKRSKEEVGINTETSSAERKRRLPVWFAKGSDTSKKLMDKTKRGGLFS
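Kinetic red-fluorescence monitoring (525/598 nm) tracks WRN helicase activity after 100 nM fluorophore-quencher forked duplex and 2 mM ATP are added to 20 nM enzyme pretreated 15 min at room temperature with compound.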
HT1080 IDH1KD tx: qHTS for induction of synthetic lethality in tumor cells producing 2HG: qHTS for the HT-1080-IDH1KD cell line. Potency, µM (highest dose often 46.1 µM), inactives show top-dose activity, negative = toxicity, most hits filed as cytotoxic. AID 686971, 2013. actives 2% (n = 360,000). HT-1080 IDH1 knockdown viability, ATP luminescence, 48 h;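 note: potency is the fitted concentration of half-maximal effect; 0% = DMSO wells and -100% = cell-free medium wells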
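Using the IDH1-knockdown HT-1080 line run in the same batch and compound series as the NT line, viability after 48 h at 37 °C was determined by CellTiter-Glo luminescence and expressed as % activity.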
IL-1B inflam inh: qHTS for Inhibitors of Inflammasome Signaling: IL-1-beta AlphaLISA Primary Screen; THP-1 LPS/ATP IL-1B secretion, AlphaLISA, 16 h; active compounds read low; activity change, % at 57.5 µM; actives 4.7% (n = 360,000); AID 743279, 2014; in the data active = activity change below about -50%; inconclusive = mostly about -30% to -49%; note: % is set by controls: 0 for no effect and ±100 for the full control effect
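THP-1 cells pretreated 1 hr with compounds (up to 57.5 uM final), then stimulated with LPS (250 ng/mL final) plus ATP (1.25 mM final); secreted IL-1B measured by AlphaLISA after 16 hr, decreased signal indicating inhibition.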
KB-V1 cytotox: qHTS assay for MDR1-selective chemotherapeutics: Primary screen using the drug-selected MDR subline cells KB-V1. AID 1347076, 2019. Potency, µM (highest dose often 46.1 µM), inactives show top-dose activity change, negative = cytotoxicity, hits mostly cytotoxic. actives 3.4% (n = 400,000). KB-V1 MDR cells viability, CellTiter-Glo, 72 h; note: potency is the fitted concentration of half-maximal effect; % is set by controls: 0 for no effect and ±100 for the full control effect; nearly all actives have a fitted effect of over 60% in size
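Drug-selected KB-V1 cells, grown in DMEM lacking phenol red with 10% FBS, receive compound titrations; after three days at 37 degrees C, surviving cell ATP is quantified by CellTiter-Glo luminescence and responses normalized and curve-fitted.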
HT1080-NT tox: qHTS for induction of synthetic lethality in tumor cells producing 2HG: qHTS for the HT-1080-NT fibrosarcoma cell line | Potency, µM (titrated, usually from 46.1 µM), for the others: at the highest dose activity, negative = less viability, actives largely listed as cytotoxic | HT-1080-NT fibrosarcoma viability, CellTiter-Glo ATP luminescence, 48 h | AID 686970, 2013 | actives 1.6% (n = 360,000);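 note: NT is the 2HG producing partner of a matched IDH1 knockdown line; potency is the fitted concentration of half-maximal effect; 0% = DMSO-treated cells and -100% = media-only wells without cells; nearly all actives have a fitted effect of over 55% in size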
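HT-1080-NT fibrosarcoma cells (2HG-overproducing), 750 cells/well in RPMI with 5% FBS, dosed after 2 h and incubated 48 h at 37C. CellTiter-Glo luminescence normalized to DMSO and no-cell wells; concentration-response curves fitted and classed.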
SW480 rerep: A quantitative high throughput screen for small molecules that induce DNA re-replication in SW480 colon adenocarcinoma cells; Potency, µM (series often up to 46.1 µM), inactives show top-dose re-replication activation, actives largely listed as activators; SW480 DNA re-replication, Hoechst DNA content imaging, 48 h; actives 1.8% (n = 340,000); note: potency is the fitted concentration of half-maximal effect; % of control where 0% means no effect; nearly all actives have a fitted effect of over 55% in size
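Readout is total intensity of Hoechst-stained nuclei, excited at 405 nm and collected at 500-530 nm. Compound treatment lasted 48 hr at 37 C in 5% CO2 before staining.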
MCF10A rerep: A quantitative high throughput screen for small molecules that induce DNA re-replication in MCF 10a normal breast cells. MCF 10A DNA re-replication, Hoechst nuclear intensity, 48 h. AID 624296, 2012. Potency, µM (series often up to 46.1 µM), inactives show at the highest dose activity, positive = re-replication, usual class: activators. actives 2.9% (n = 350,000); note: potency is the fitted concentration of half-maximal effect; % of control where 0% means no effect; nearly all actives have a fitted effect of over 50% in size
Active calls of the source: *; ? = inconclusive; nt = not tested or not shown; & = joins results of further samples; [ ] = dose if it differs, or a comment. Unless noted, calls come from the whole dose curve; as a rule, active = well fitted curve in the direction sought with a large enough effect; inconclusive = small, poorly fitted or top-dose-only effect, or another doubt; inactive = no such curve, though single readings can be large; an effect the other way counts as inactive or inconclusive.

SMILES | ATXN2 expr inh | KB-3-1 tox | WRN inhibitor | HT1080 IDH1KD tx | IL-1B inflam inh | KB-V1 cytotox | HT1080-NT tox | SW480 rerep | MCF10A rerep
O=S(=O)(Nc1ccc(Cl)cn1)c1cccc(S(=O)(=O)c2ccccc2)c1 | nt | 3% | -10% | -4% | 29 | 0% | 0% | 4% | -2%
O=C(c1cc(-c2ccc(Cl)cc2Cl)on1)N1CCN(C(=O)c2ccco2)CC1 | 32% | 1% | 7% | -19% | -20 | -1% | -15% | -1% | 6%
COc1ccc(CCn2c(NN=C(C)C)nc3c2c(=O)[nH]c(=O)n3C)cc1 | -12% | 0% | -4% | 2% | -18 | -12% | -7% | 3% | -6%
Cc1cc(C(=O)N2CCN(Cc3ccccc3)CC2)ccc1[N+](=O)[O-] | 2% | -4% | -2% | 6% | -1 | -4% | 5% | -1% | 1%
CCCNC(=O)N1CCC(C(=O)c2ccc(Cl)cc2)CC1 | 4% | 6% | -5% | 11% | -1 | 0% | 14% | -15% | 5%
Cc1ccc(Cn2ncc3c(NCCCN4CCOCC4)ncnc32)cc1 | -14% | -2% | -2% | -2% | -11 | -21% | 0% | 1% | 3%
CCCC(=O)N(C)c1nnc(-c2ccc(OC)cc2)s1 | nt | -11% | -4% | 3% | ? | 0% | 1% | 2% | -3%
Cc1ccc(O)c(C(=O)C=Cc2ccccc2)c1 | 1% | ? | -11% | ? | -101* | ? | ? | ? | ?
CCc1ccc(NC(=O)Nc2cccc(OC)c2)cc1 | 5% | 3% | -4% | -2% | ? | 9% | -2% | 2% | -2%
Cc1ccc(S(=O)(=O)N2CCOCC2)cc1NC(=O)COc1cccc(Oc2ccccc2)c1 | -11% | ? | 9% | -13% | -3 | ? | -3% | 0% | 1%
C=C1C(=O)O[C@H]2[C@H]1[C@H](OC(=O)/C(C)=C\C)C[C@]1(CO1)[C@@H]1[C@H](OC(C)=O)C=C(C)[C@]21O | 4% | 6% | -12% | ? | -104* | 9% | 5% | ? | 3.3µM*
COc1ccc(NC(=O)c2c(-c3c(Cl)cccc3Cl)noc2C)c(OC)c1 | -10% | -29% | -15% | -14% | ? | -23% | -2% | 2% | 2%
COc1ccc(S(=O)(=O)N2CCCCC2c2cc(C(=O)Nc3ccc(OC)cc3C)no2)cc1 (centres undefined) | -25% | 18µM* | -10% | 1% | 9 | 0% | -2% | nt | nt
O=S(=O)(/N=C(\c1ccccc1F)N1CCCCC1)c1ccccc1 | 4% | 6% | -1% | 12% | 8 | -20% | 11% | -1% | 9%
COc1cccc(/C=N/NC(=O)c2cnn(-c3ccccc3)c2N)c1 | nt | -1% | -8% | -7% | 55 | -27% | 5% | -10% | 0%
CN1C(=O)N(C)C2C1NC(=O)N2C (centres undefined) | 1% | -9% | -11% | 0% | -2 | 18% | 0% | -4%[9.22 µM] | 8%
COc1ccc(C2(CNC(=O)c3ccc(OC)c([N+](=O)[O-])c3)CCOCC2)cc1OC | -8% | 26% | 2% | -11% | 7 | -2% | -6% | -1% | -185%[0.0737 µM]
Cc1cccc(C)c1NC(=O)CN(C)C(=O)c1cccc(S(=O)(=O)N2CCN(c3ccccc3)CC2)c1 | -10% | -9% | ? | -17% | -11 | 0% | -5% | 7% | 0%
CCCCCCc1nc(C(N)=O)c2[nH]c(=O)n(-c3ccccc3F)c2n1 | nt | -9% | 6% | 0% | 27 | -30% | -3% | -7% | 7%
COC(=O)C(CC(C)C)N1CCC(=O)c2ccccc2S1(=O)=O (centres undefined) | -9% | -7% | 2% | 0% | 15 | -9% | 1% | 2% | -4%
Cc1cc(C(=O)Nc2nc3ccc(S(C)(=O)=O)cc3s2)c(C)o1 | 4% | -9% | -15% | -29% | 0 | 0% | -13% | -1% | 21%
CCN(CC)CCN1C(=O)c2cccc3cc(N)cc(c23)C1=O | ? | ? | 13%[11.6 µM] | 33µM* | -78* | ? | 33µM* | ? | 22%
Cc1cc(NC(=O)CCn2c(=O)sc3ccccc32)no1 | 3% | 0% | 0% | 7% | -9 | 2% | 8% | -1% | -13%
CCN(Cc1ccccc1)C(c1ccncc1)c1nnnn1C(C)(C)C (centres undefined) | -5% | -1% | 4% | 4% | -6 | 0% | 9% | 3% | 3%
Cc1ccccc1C(=O)N1CCC(C(=O)NCCc2ccc(S(N)(=O)=O)cc2)CC1 | 1% | -7% | -6% | 4% | -2 | -4% | 21% | -39%[inhibitor] | -1%

Exported as tab-separated lines: 6 of the compounds above
canonical_smiles	ATXN2 expr inh	KB-3-1 tox	WRN inhibitor	HT1080 IDH1KD tx	IL-1B inflam inh	KB-V1 cytotox	HT1080-NT tox	SW480 rerep	MCF10A rerep
Cc1cc(C(=O)Nc2nc3ccc(S(C)(=O)=O)cc3s2)c(C)o1	4%	-9%	-15%	-29%	0	0%	-13%	-1%	21%
COC(=O)C(CC(C)C)N1CCC(=O)c2ccccc2S1(=O)=O (centres undefined)	-9%	-7%	2%	0%	15	-9%	1%	2%	-4%
CN1C(=O)N(C)C2C1NC(=O)N2C (centres undefined)	1%	-9%	-11%	0%	-2	18%	0%	-4%[9.22 µM]	8%
C=C1C(=O)O[C@H]2[C@H]1[C@H](OC(=O)/C(C)=C\C)C[C@]1(CO1)[C@@H]1[C@H](OC(C)=O)C=C(C)[C@]21O	4%	6%	-12%	?	-104*	9%	5%	?	3.3µM*
CCN(CC)CCN1C(=O)c2cccc3cc(N)cc(c23)C1=O	?	?	13%[11.6 µM]	33µM*	-78*	?	33µM*	?	22%
Cc1cc(NC(=O)CCn2c(=O)sc3ccccc32)no1	3%	0%	0%	7%	-9	2%	8%	-1%	-13%

Other records.
SMILES | ATXN2 expr inh | KB-3-1 tox | WRN inhibitor | HT1080 IDH1KD tx | IL-1B inflam inh | KB-V1 cytotox | HT1080-NT tox | SW480 rerep | MCF10A rerep
Cc1ccc(F)c(S(=O)(=O)NC(=O)C2(C)CCN2C(=O)Cc2ccccc2Cl)c1 (centres undefined) | 10% | 8% | 5%[57.1 µM] | -9% | -22 | 2% | -15% | nt | nt
COc1ccc(NC(=O)CN2CCN(Cc3ccc4c(c3)OCO4)CC2)cc1OC | -3% | 3% | -5% | -1% | 0 | -17% | 5% | 0% | 14%
Cc1ccc(S(=O)(=O)Nc2cc(C(F)(F)F)ccc2N2CCOCC2)cc1 | -8% | -4% | -24% | 0% | -23 | -8% | 0% | ? | ?
O=C(N/N=C/c1cccc(O)c1)c1ccc(NC(=O)C2CCCCC2)cc1 | -1% | 9% | -16% | -27% | -2 | 22% | -7% | -4% | 19%
Cc1cc(NC(=O)CSc2nnc3c4c(C)c(C)sc4ncn23)no1 | -14% | 5% | -8% | 19% | 54 | ? | 2% | 24% | 4%
Cc1ccc(NC(=O)CN2CCCCCC2)cc1Br | 0% | -12% | -11% | 19% | ? | -3% | -2% | 11% | 12%
Cc1c(Cl)cccc1NC(=S)N1CCCCCC1 | 7% | -12% | 0% | 0% | 1 | 21% | -9% | -3% | 10%
O=C(O)CCCCCn1c(SCc2cc(=O)n3ccccc3n2)nc2ccsc2c1=O | -12% | 6% | -8% | ? | 28 | -5% | -25% | -6%&10% | 8%&-36%
O=C(CNC(=O)c1cccs1)NCCN1CCN(Cc2ccccc2)CC1 | 0% | -2% | -6% | -2% | -6 | 1% | 3% | ? | ?
COc1ccc(C(=O)C[C@@H]2OC[C@H](C(C)C)N2S(=O)(=O)c2ccc(C)cc2)cc1OC | nt | -20% | -10% | -8% | -12 | 21µM* | 0% | nt | nt
CCOC(=O)c1sc2nc(C)nc(SC(C)C(=O)N(C)c3ccccc3)c2c1C (centres undefined) | ? | -27% | -7% | -1% | -14 | ? | -1% | 9% | ?
COc1ccc(NC(=O)c2ccc(CN3CCN(c4ccccc4)CC3)cc2)cc1OC | -8% | ? | -17%[57.1 µM] | ? | 14 | 16µM* | ? | 4% | -2%
Cc1ccc(S(=O)(=O)Nc2ccccc2NS(=O)(=O)c2ccc(C)cc2)cc1 | -8% | ? | 4%[57.1 µM] | -21% | 28 | 21µM* | -30% | nt | nt
COc1cc2c(cc1OC)CN(CC(=O)Nc1ccc(F)cc1)CC2 | -13% | 7% | 17% | -1% | 14 | -2% | 13% | -11% | -2%
COc1ccccc1C(=O)N1[C@@H](C(C)C)COc2cc(Br)ccc2S1(=O)=O | -27% | -7% | 1% | -19% | 18 | ? | -13% | -3% | -10%
O=C(Cc1ccccc1)N/N=C/c1ccc(OC(=O)/C=C\c2ccco2)cc1 | 11% | 4% | -11% | -25% | -24 | -2% | -30% | -19% | ?
CC(C)(C)NC(=S)N/N=C/c1cccnc1 | 0% | 16% | -6% | 8% | -1 | 0% | 22% | 1% | -17%
CCOCCCNCc1ccc(OC)c(OC)c1 | 4% | 12% | -5% | 23% | 1 | 20% | 22% | -7% | 7%
